Source: PubChem
WRN inhibitor – WRN helicase (human) inhibition; Potency, µM (titrated, usually from 114 µM), inactives show at the top dose activity change, negative = inhibition, usual class: inhibitors; hit rate 0.46% among 360,000; AID 651768; WRN helicase unwinding, fluorescent forked duplex, kinetic; further: potency means the concentration at half of the fitted maximal effect; on the % scale 0 is the no-effect control and ±100 the full control effect; nearly all actives have a fitted effect of over 55% in size
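Fluorescence dequenching readout, ex 525 nm/em 598 nm, kinetic mode: forked duplex DNA (100 nM final) with adjacent fluorophore and quencher unwound by WRN (20 nM final) with 2 mM ATP. Compound preincubation 15 min, room temperature.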
IL-2 act – activators of IL-2 | IL-2 activation reporter assay, cell-based qHTS; stimulated with anti-CD3/CD4/CD28 beads; in transgenic mouse T cells | activation, % (series mostly up to about 46 µM) | hit rate 0.065% among 360,000 | AID 652025; in the data active means activation above about 50%; inconclusive means mostly about 30% to 49%; further: 0% is about no effect
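Unstimulated transgenic mouse T cells; 60-min compound exposure; bead-based TCR/CD4/CD28 stimulation; 18 h culture, 37 degrees C; dual fluorescence (EGFP, DsRed) plate cytometry.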
Abeta yeast res – compounds reversing amyloid beta toxicity in yeast. Potency, µM (highest dose often 46.1 µM), without a hit: at the highest dose growth rescue, hits mostly activators. hit rate 0.063% among 410,000. yeast expressing A-beta42, growth rescue, OD600, 48 h; response scale: 0% DMSO, 100% iron-clioquinol control; further: potency means the concentration at half of the fitted maximal effect; nearly all actives have a fitted effect of over 55% in size
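Yeast growth medium received pinned compounds, then yeast cells expressing toxic A-beta were added; plates incubated at 30 C for 48 hr. Growth read as absorbance at 600 nm, normalized to DMSO and equimolar FeCl3 plus clioquinol controls.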
EPAC1 ag – agonists of human EPAC1 | O95398 | EPAC1 agonist qHTS, biochemical assay; response scale: 100% = response to 6.5 mM cAMP | Potency, µM (top dose mostly 154 µM), without a hit: at the highest dose activation, usual class: activators | hit rate 0.073% among 360,000 | AID 720707; further: potency means the concentration at half of the fitted maximal effect; nearly all actives have a fitted effect of over 60% in size
Target sequence (O95398 whole entry, looked up): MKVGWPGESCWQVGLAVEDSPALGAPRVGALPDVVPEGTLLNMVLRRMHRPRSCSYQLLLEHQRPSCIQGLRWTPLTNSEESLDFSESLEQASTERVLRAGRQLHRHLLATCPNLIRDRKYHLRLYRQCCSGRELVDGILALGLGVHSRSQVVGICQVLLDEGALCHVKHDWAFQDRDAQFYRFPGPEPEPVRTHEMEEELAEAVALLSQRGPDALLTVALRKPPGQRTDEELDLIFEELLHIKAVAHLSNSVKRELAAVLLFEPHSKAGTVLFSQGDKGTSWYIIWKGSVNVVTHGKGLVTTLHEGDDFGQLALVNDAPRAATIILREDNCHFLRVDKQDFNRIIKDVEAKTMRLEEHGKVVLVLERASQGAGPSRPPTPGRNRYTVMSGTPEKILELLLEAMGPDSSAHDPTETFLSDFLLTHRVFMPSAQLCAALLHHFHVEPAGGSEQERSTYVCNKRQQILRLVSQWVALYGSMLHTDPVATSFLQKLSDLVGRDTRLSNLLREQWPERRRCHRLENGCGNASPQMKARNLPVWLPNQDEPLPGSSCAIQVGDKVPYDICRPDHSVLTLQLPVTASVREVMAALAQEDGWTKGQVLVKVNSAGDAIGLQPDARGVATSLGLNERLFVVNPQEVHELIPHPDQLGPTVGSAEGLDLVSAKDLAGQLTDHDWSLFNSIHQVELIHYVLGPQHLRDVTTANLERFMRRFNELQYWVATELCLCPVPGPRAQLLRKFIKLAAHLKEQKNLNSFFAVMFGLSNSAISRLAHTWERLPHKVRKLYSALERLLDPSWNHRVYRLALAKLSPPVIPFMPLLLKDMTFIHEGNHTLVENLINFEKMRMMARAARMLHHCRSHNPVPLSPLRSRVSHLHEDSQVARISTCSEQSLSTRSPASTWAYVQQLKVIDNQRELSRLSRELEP
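Multi-concentration qHTS readout: loss of Rap1B-bound BODIPY-GDP fluorescence driven by 100 nM EPAC1 with excess GDP (50 uM), monitored kinetically at room temperature; agonist response expressed relative to 6.5 mM cAMP.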
PI5P4Ka inh – blocks human PI5P4K alpha kinase activity | max response, % | PI5P4Kalpha enzyme, ADP-Glo luminescence, 60 min; active compounds read low | hit rate 1.2% among 330,000; active means max response of -50% or lower; inconclusive means between -30% and -50%; inactive means -30% or higher; further: value at the top dose of about 77 µM; on the % scale 0 is the no-effect control and ±100 the full control effect
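Compounds were pin-transferred onto PI5P4Kalpha and substrate in HEPES pH 7.4 buffer with EGTA, CHAPS and 5% DMSO. ATP (5 microM final) started the reaction, which ran 60 minutes at room temperature before ADP-Glo detection.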
EPAC1 antagonist – EPAC1 (human) antagonism. AID 720709. hit rate 0.14% among 360,000. Potency, µM (doses to about 115 µM), for inactives: at the top dose activity change, negative = inhibition, most hits filed as inhibitors. EPAC1 GEF assay, Rap1b-BODIPY-GDP exchange fluorescence;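 further: potency means the concentration at half of the fitted maximal effect; plate controls were vehicle for no effect and positive control for full effect; nearly all actives have a fitted effect of over 50% in size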
FUS yeast rescue – rescues growth of FUS-expressing yeast; S. cerevisiae FUS-expressing, growth rescue, OD600, 24 h; Potency, µM (series often up to 76.6 µM), inactives show at the highest dose growth rescue (activation), actives largely listed as activators; hit rate 0.24% among 390,000; AID 1347120;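 further: potency means the concentration at half of the fitted maximal effect; plate controls were DMSO vehicle for no effect and reference control for full effect; nearly all actives have a fitted effect of over 55% in size; some results filed as inactive show a strong effect at the top dose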
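Compound concentration series was pinned onto galactose-induced FUS-expressing yeast seeded at OD 0.005. Plates sat 24hr at 30C; absorbance at 600 nm gave growth. DMSO served as background control.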
PLK1 PBD inh – inhibitors of human PLK1 polo-box domain binding | Plk1 PBD binding of FITC phosphopeptide, fluorescence polarization | Potency, µM, without a hit: max response, negative = inhibition, actives largely listed as inhibitors | hit rate 2.8% among 360,000; further: potency means the concentration at half of the fitted maximal effect; series mostly up to about 57 µM; on the % scale 0 is the no-effect control and ±100 the full control effect; nearly all actives have a fitted effect of over 65% in size
* marks the source's active call; other numbers are inactive results; ? = inconclusive; / = not tested or not shown; [ ] = dose if it differs, or a comment. Unless noted, the call rests on the fitted dose curve; in most records, active means well fitted curve in the direction sought with a large enough effect; inconclusive means small, poorly fitted or top-dose-only effect, or another doubt; inactive means no such curve, though single readings can be large; an effect the other way counts as inactive or inconclusive. Outcome played no part in choosing rows; about 4.1% have a hit in one of these screens.

SMILES | WRN inhibitor | IL-2 act | Abeta yeast res | EPAC1 ag | PI5P4Ka inh | EPAC1 antagonist | FUS yeast rescue | PLK1 PBD inh
Cc1ccccc1OCC(=O)NCC(=O)OCC(=O)c1ccc2ccccc2c1 | 1% | -2.7 | 6% | 13% | 3 | 0% | -5% | -8%
C#CCn1c(S(=O)(=O)Cc2ccc(OC)cc2)nc(-c2ccccc2)c1-c1ccccc1 | -18% | -3.3 | 5% | 9% | / | 0% | 25µM* | 1%
Cc1c2cnn(-c3ccccc3)c(=O)c2c(C)n1CCCC(=O)N1CCN(C2CCCCC2)CC1 | 0% | -4.9 | -17% | -2% | 5 | -11% | 11% | -5%
COc1ccc(S(=O)(=O)N(C)C)cc1NC(=O)COc1ccc2c(c1)CCC2 | -5% | -2.1 | 8% | 8% | 1 | 5% | 8% | 4%
CC1CCCCN1CCNC(=O)Cn1nc(-c2ccccc2)ccc1=O (stereo not drawn) | -23% | 1.2 | 8% | 3% | / | -8% | -8% | -6%
CN(C)CCNc1ccc(CO)c2oc3ccc(O)cc3c(=O)c12 | 7%[11.6 µM] | -6.6 | -9% | 5% | -4 | -5% | / | -9%
CS(=O)(=O)NCCSc1cc(C(F)(F)F)nc2ccccc12 | -1% | -0.9 | 0% | 4% | 6 | 19% | -7% | -2%
CCCCCNC(=O)C(c1ccc(OC)cc1)n1c(=O)c(-c2ccccc2)nc2ccccc21 (stereo not drawn) | -5% | -0.8 | 5% | -1% | 8 | -4% | ? | -10%
O=C1CC(N2CCN(c3ccc(F)cc3)CC2)C(=O)N1Cc1ccc(N2CCCC2=O)cc1 (stereo not drawn) | 9%[57.1 µM] | -1.2 | -2% | -9% | -2 | 4% | 21% | -9%
CCc1ccc(N/C(SCc2ccccc2C)=C(/C#N)C(=O)NCc2ccco2)cc1 | -17% | -0.8 | 2% | 13% | 1 | -25% | 33% | -4%
CCn1c(C)nc2cc(C(=O)NNS(=O)(=O)c3c(C)c(C)cc(C)c3C)ccc21 | -7% | -3.3 | -7% | 14% | -3 | -12% | 8% | -4%
O=c1c2ccccc2nc(-c2ccco2)n1CCc1ccc(O)cc1 | -6% | 1.2 | -12% | 10% | -3 | 3% | -10% | -8%
CCOc1ccc(CNC(=O)CCC(=O)N2Cc3cccc(OC)c3Oc3ncccc32)cc1 | -2% | -0.3 | -23% | -3% | -2 | -18% | 9% | -7%
COc1ccc2c(c1)c(N=O)c(O)n2C | -10% | -1.9 | 20% | 4% | -10 | 2% | -15% | -7%
CCc1nc2scc(-c3ccc(C)cc3)c2c(=O)n1N | -30%[57.1 µM] | 2.3 | -10% | 3% | 0 | -15% | 12% | -8%
Cc1ccc(S(=O)(=O)N2C(c3ccc(Cl)c(Cl)c3)CC=C(C(=O)O)C2c2ccc(Cl)cc2)cc1 (stereo not drawn) | -6% | 0.3 | -14% | 13% | -2 | -10% | 2% | 27µM*
O=C(Cn1c(NCCCO)nc2ccccc21)c1ccco1 | -6%[57.1 µM] | -1.3 | 4% | 7% | / | 1% | -12% | 2%
O=C(NC1CCCCC1)C(c1ccncc1)N(C(=O)c1csnn1)c1ccccc1F (stereo not drawn) | 1% | 1.6 | 14% | 6% | 7 | 11% | 3% | -8%
CCC(=O)NC(Cc1ccccc1)c1ccc2c(c1)OCCCO2 (stereo not drawn) | -3% | 0.3 | 22% | 1% | -8 | -4% | / | 1%
COc1ccc(CNC(=O)CN(c2ccc(OC)c(Cl)c2)S(=O)(=O)c2ccc(C)cc2)cc1 | -7% | -2.4 | -1% | -7% | 9 | -3% | / | 4%
O=C(c1ccccc1)N1CCCC(C(=O)N2CCCCC2)C1 (stereo not drawn) | -2% | 1.4 | 2% | -3% | -7 | -1% | 17% | -8%
COc1cc2ccccc2cc1C(=O)N1CCN(C)CC1 | -8%[57.1 µM] | -0.2 | 6% | 10% | / | -3% | -9% | 5%
Cc1ccc(CNC(=O)Cn2nnc(C(=O)Nc3cccc(C)c3C)c2N)cc1 | -4% | -3.6 | 8% | 13% | -2 | -8% | -5% | -4%
CC(=O)Nc1cccc(Nc2nc(-c3ccccc3)nc3ccccc23)c1 | -6% | -1.9 | 3% | -5% | 9 | -4% | 25% | 5%
O=[N+]([O-])c1cccnc1N1CCN(c2ccccc2F)CC1 | -3% | -0.3 | 7% | 12% | 1 | -13% | -10% | -4%

Already shown: an excerpt of the list.
SMILES | WRN inhibitor | IL-2 act | Abeta yeast res | EPAC1 ag | PI5P4Ka inh | EPAC1 antagonist | FUS yeast rescue | PLK1 PBD inh
O=C(Cn1c(NCCCO)nc2ccccc21)c1ccco1 | -6%[57.1 µM] | -1.3 | 4% | 7% | / | 1% | -12% | 2%
O=C(NC1CCCCC1)C(c1ccncc1)N(C(=O)c1csnn1)c1ccccc1F (stereo not drawn) | 1% | 1.6 | 14% | 6% | 7 | 11% | 3% | -8%
CCC(=O)NC(Cc1ccccc1)c1ccc2c(c1)OCCCO2 (stereo not drawn) | -3% | 0.3 | 22% | 1% | -8 | -4% | / | 1%
COc1ccc(CNC(=O)CN(c2ccc(OC)c(Cl)c2)S(=O)(=O)c2ccc(C)cc2)cc1 | -7% | -2.4 | -1% | -7% | 9 | -3% | / | 4%

The list continues:
SMILES | WRN inhibitor | IL-2 act | Abeta yeast res | EPAC1 ag | PI5P4Ka inh | EPAC1 antagonist | FUS yeast rescue | PLK1 PBD inh
Nc1cccc(/C=C/c2ccncc2)c1 | -6% | 1.0 | -1% | 2% | -18 | -6% | -31% | -12%
Cc1ccc(NC(=O)CSCC(=O)N=c2sccn2C)cc1 | 6% | -3.9 | 17% | -1% | -5 | 4% | -4% | -1%
CC1=CC(C)(C)N(C(=O)C(C)N2C(=O)c3ccccc3C2=O)c2ccc(C)cc21 (stereo not drawn) | -7% | -0.2 | -15% | -4% | -1 | -12% | 8% | -2%
CN(C)CCCN(C(=O)c1ccc2c(c1)CCCC2)c1nc2c(F)cccc2s1 | -7%[57.1 µM] | -1.1 | 14% | 10% | -3 | 20% | 23% | -12%
Cc1c([N+](=O)[O-])cc(C(=O)N2CCOCC2)cc1[N+](=O)[O-] | 20% | 1.7 | -2% | -6% | -4 | -2% | -6% | -4%
O=C(Nc1ccccc1Cl)c1cc(C2CCCCN2S(=O)(=O)c2ccc(F)cc2F)on1 (stereo not drawn) | -4% | 0.7 | -6% | -1% | 8 | -7% | 39% | -5%
CC1(c2ccc3c(c2)OCCCO3)NC(=O)N(CC(=O)NCCc2ccc(F)cc2)C1=O (stereo not drawn) | -4% | 2.4 | 11% | 4% | -4 | 2% | 6% | 0%
Cc1nn(-c2cccc(C(F)(F)F)c2)c(=O)c2noc(C)c12 | -15% | -0.4 | 5% | -7% | 0 | 6% | -4% | -7%
O=C(Nc1ccc(F)cc1)C(=O)C1C(=O)Nc2ccccc21 (stereo not drawn) | -4% | -0.7 | 12% | 4% | -1 | 8% | -22% | 6%
Cc1cc(C)n2nc(C(=O)Nc3ccc(S(=O)(=O)N4CCCC4)cc3)nc2n1 | 2% | -3.9 | -5% | 8% | 1 | -10% | 17% | -7%
COc1ccccc1C/C(N)=N/OC(=O)c1ccc(C)c([N+](=O)[O-])c1 | -10% | -0.8 | -56%[inhibitor] | 14% | / | -11% | 10% | 0%
O=C(Nc1ccc(N2CCOCC2)cc1)c1cc(-n2cnnc2)ccc1Cl | ? | -2.9 | -12% | -3% | -11 | 26% | / | -2%
CCc1nnc(NC(=O)COC(=O)CN2C(=O)c3ccccc3C2=O)s1 | -26%[57.1 µM] | -0.9 | -4% | -6% | 7 | 3% | ? | -8%
Cc1ccc(SCC(=O)NNC(=O)CCS(=O)(=O)c2ccc(C)cc2)cc1 | -1% | -1.9 | 1% | -4% | -3 | 1% | / | 6%
CCCCNC(=O)C(NC(=O)c1ccc(=O)[nH]c1)C(=O)c1ccccc1 (stereo not drawn) | 5% | -0.2 | -1% | -6% | 0 | 6% | -22% | -2%
O=C(Nc1cccc(Cl)c1Cl)c1csc([C@@H]2O[C@H](CO)[C@@H](O)[C@H]2O)n1 | 5% | -0.1 | -10% | -10% | 1 | -28% | -15% | -1%
CC(Oc1ccccc1)C(=O)N(CCC1=CCCCC1)c1c(N)n(Cc2ccccc2)c(=O)[nH]c1=O (stereo not drawn) | -21% | -0.9 | 11% | 3% | -5 | 0% | ? | -11%
CCN(CC)CCNC(=O)CCn1c(=S)[nH]c2cc3c(cc2c1=O)OCO3 | 1% | -2.1 | -1% | 1% | / | 12% | 28% | -4%
CC1CCC(NC(=O)C2(C)CCC(=O)N2Cc2cccnc2)CC1 (stereo not drawn) | 2% | 5.4 | -6% | -7% | 5 | 3% | -32% | 4%
CSCCC(c1nc2ccccc2[nH]1)n1c(=O)c(-c2ccco2)nc2ccccc21 (stereo not drawn) | -2% | -0.2 | -2% | 11% | -23 | -5% | 43% | -15%
CSc1nn(CCc2ccncc2)c(=S)s1 | 2% | 0.2 | -12% | -2% | -5 | 8% | 6% | -11%
O=C1CN(S(=O)(=O)c2cccc(Br)c2)CCN1 | 8% | -0.2 | 9% | 12% | 0 | -1% | -11% | -10%
O=C(c1ccccc1F)N1C(=O)c2cccc3cccc1c23 | -11% | 0.9 | -1% | -8% | 2 | -7% | -8% | -10%
COc1ccccc1NC(=O)CSc1nc2sc(C)c(C)c2c(=O)n1C | 0% | -0.7 | -2% | 13% | -2 | 4% | 1% | -18%
CCn1c(CC(=O)Nc2cccc(OC)c2)nnc1SCC(=O)Nc1nccs1 | 0% | -2.7 | 15% | 7% | / | 9% | 33% | -7%
Other results.
SMILES | WRN inhibitor | IL-2 act | Abeta yeast res | EPAC1 ag | PI5P4Ka inh | EPAC1 antagonist | FUS yeast rescue | PLK1 PBD inh
CC1(C(=O)Nc2ccc3c(c2)OCO3)CCN1C(=O)CCC1CCCC1 (stereo not drawn) | 0% | 0.3 | 10% | -4% | 1 | 1% | -2% | 1%
CCOC(=O)N1CCC(n2c(SCC(=O)NCc3ccccc3)nc3ccccc3c2=O)CC1 | 5% | -0.1 | 15% | 5% | -2 | 17% | 40% | -2%
COc1ccc(-c2cn3nc(SCC(=O)NCC4CCCO4)ccc3n2)cc1 (stereo not drawn) | 1% | 0.1 | / | -3% | 1 | 3% | 19% | -7%
COc1cc(/C=N/NC(=O)c2cccnc2)ccc1OC(=O)c1ccc([N+](=O)[O-])cc1 | ? | -2.3 | -4% | -3% | -4 | -13% | 36% | 1%
CCCCn1c(CCC(=O)O)nc2cc(S(=O)(=O)N3CCCC3)ccc21 | -18% | 0.1 | 4% | -2% | 2 | -1% | / | -13%
Cc1csc(SCC(=O)NCc2ccc3c(c2)OCO3)n1 | 11% | 0.8 | 11% | -3% | 2 | -1% | -21% | 4%
